# Assay outcomes (PubChem)
# TROY NFkB inh = TROY signaling inhibition; Q293 LMP1-TROYcd NF-kB luciferase reporter, 4 h; inhibition, % at 10 µM; hit rate 0.98% among 360,000; AID 1347056;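 active = compounds whose plate-normalised and pattern-corrected inhibition of the luciferase reporter signal at the single screening dose is 50% or more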
# NR2F2 inh = blocks human COUP-TFII nuclear receptor; HEK293T NGFI-A luciferase reporter, luminescence; hit rate 0.7% among 370,000; P24468; inhibition, % at 8.6 µM;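 active = inhibition above a per-plate cutoff, mean inhibition of test wells between control levels plus 3 SD, cut at about 38% in these data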;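 also: cells cotransfected with COUP-TFII expression vector driving the NGFI-A reporter; 0% = median of COUP-TF2 test wells and 100% = reporter-only cells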
# Target sequence (P24468 whole entry, looked up): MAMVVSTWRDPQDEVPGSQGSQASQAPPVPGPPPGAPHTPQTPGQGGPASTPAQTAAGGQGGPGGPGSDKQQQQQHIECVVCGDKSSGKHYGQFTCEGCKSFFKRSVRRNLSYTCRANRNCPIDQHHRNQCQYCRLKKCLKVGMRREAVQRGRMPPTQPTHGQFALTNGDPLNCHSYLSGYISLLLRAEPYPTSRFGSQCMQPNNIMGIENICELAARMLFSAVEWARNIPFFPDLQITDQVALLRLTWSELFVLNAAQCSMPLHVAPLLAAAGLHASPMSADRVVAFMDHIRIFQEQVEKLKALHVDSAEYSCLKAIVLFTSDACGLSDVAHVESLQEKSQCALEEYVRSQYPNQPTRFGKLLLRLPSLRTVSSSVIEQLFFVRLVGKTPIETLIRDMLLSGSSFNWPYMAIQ
# C8 TRAIL sens = sensitizes caspase-8 expressing cells to TRAIL | NB7+C8 cells + TRAIL, ATPlite viability luminescence | inhibition (viability loss, TRAIL sensitization), % at 10 µM | hit rate 1% among 360,000;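 active = compounds causing at least 50% loss of cell viability in the single-dose screen, relative to plate controls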
# SRC2 inh = inhibits human steroid receptor coactivator 2 | hit rate 0.17% among 370,000 | AID 651957 | inhibition, % at 9 µM | Q15596 | HEK293 GAL4-SRC2 luciferase reporter, luminescence;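 active = inhibition above the mean inhibition of all tested compounds plus 3 SD, set per campaign, cut at about 52% in these data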;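 also: 0% = DMSO treated cells and 100% = cells given Gossypol at 36 µM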
# SRC1 inh = human NCOA1 inhibition. hit rate 0.12% among 360,000. Q15788. HEK293 GAL4-SRC1 luciferase reporter, luminescence. inhibition, % at 3.6 µM;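 active = inhibition above the campaign mean plus 3 SD, with each screening campaign given its own cutoff, cut at about 60% in these data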;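 also: 0% = DMSO treated cells and 100% = gossypol at 36 µM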
# NOD2-RIPK2 inh = blocks binding of human NOD2 to RIPK2 | inhibition, % at 4.98 µM | O43353 | hit rate 0.38% among 360,000 | CHO BLA complementation NOD2-RIPK2, CCF4 ratio; in the data active = inhibition above about 21%;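 also: 0% = vehicle only and 100% = reference blocker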
# EBV LMP1 NFkB = inhibitors of Epstein-Barr LMP1-induced NF-kappaB reporter | LMP1-induced NF-kappaB luciferase reporter cells, luminescence | inhibition, % at 12.5 µM | hit rate 0.69% among 350,000 | AID 504558; in the data active = inhibition above about 41%; inconclusive = no clear call, values can overlap the other calls;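 also: 0% = neutral control wells and 100% = reference inhibitor control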
# LRH-1 inv ag = NR5A2 inverse agonism in reporter assay | O00482 | HEK293T StAR-luciferase reporter, LRH-1 transfected, 24 h | inhibition, % at 3.6 µM | hit rate 0.13% among 360,000;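 active = inhibition above the mean inhibition of all tested compounds plus 3 SD, cut at about 73% in these data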;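 also: 0% = DMSO wells and 100% = reporter-only cells lacking LRH-1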
# Target sequence (O00482 whole entry, looked up): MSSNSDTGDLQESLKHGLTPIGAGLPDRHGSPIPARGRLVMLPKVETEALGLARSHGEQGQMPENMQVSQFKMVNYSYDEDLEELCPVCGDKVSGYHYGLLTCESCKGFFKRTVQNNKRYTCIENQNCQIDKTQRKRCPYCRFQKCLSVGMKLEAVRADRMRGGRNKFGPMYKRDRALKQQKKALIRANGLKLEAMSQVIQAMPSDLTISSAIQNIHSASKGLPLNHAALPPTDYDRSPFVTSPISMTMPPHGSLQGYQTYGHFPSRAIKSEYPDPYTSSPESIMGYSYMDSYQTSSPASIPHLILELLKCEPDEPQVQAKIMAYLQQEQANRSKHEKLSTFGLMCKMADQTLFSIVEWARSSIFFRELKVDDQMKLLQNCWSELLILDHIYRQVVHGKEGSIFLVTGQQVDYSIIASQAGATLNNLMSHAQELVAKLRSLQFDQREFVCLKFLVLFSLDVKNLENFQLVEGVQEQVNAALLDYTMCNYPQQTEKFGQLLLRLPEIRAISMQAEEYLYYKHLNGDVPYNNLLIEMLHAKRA
# SRC3 inh = human NCOA3 inhibition; Q9Y6Q9; HEK293 GAL4-SRC3 luciferase reporter, luminescence; inhibition, % at 3.6 µM; hit rate 0.17% among 360,000; AID 588352;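 active = inhibition above a per-campaign cutoff, the mean of all compounds plus 3 SD, cut at about 60% in these data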;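 also: 0% = DMSO-treated cells and 100% = gossypol-treated cells at 36 µM; higher means less SRC3-driven luciferase light from the GAL4 reporter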
# TLR9-MyD88 block = blocks human TLR9 binding to MyD88. Q9NR96+Q99836. CHO BLA complementation TLR9-MyD88, CCF4 FRET ratio. inhibition, % at 4.98 µM. AID 504734. hit rate 0.21% among 340,000;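 active = inhibition above the mean over all tested compounds plus 3 SD, cut at about 21% in these data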;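 also: 0% = DMSO only wells and 100% = clavulanate BLA inhibitor control wells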
# TWEAK Fn14 block = TWEAK-Fn14 signaling inhibition. TWEAK-stimulated Fn14 reporter cells, luciferase luminescence, 8 h. inhibition, % at 10 µM. hit rate 2% among 360,000; in the data active = inhibition above about 50%
# * = called active by the depositor; ? = inconclusive; · = no result given. Not all compounds are listed; count on the stated rates, not on these rows.
SMILES,TROY NFkB inh,NR2F2 inh,C8 TRAIL sens,SRC2 inh,SRC1 inh,NOD2-RIPK2 inh,EBV LMP1 NFkB,LRH-1 inv ag,SRC3 inh,TLR9-MyD88 block,TWEAK Fn14 block
CNS(=O)(=O)c1ccc2c3c(cccc13)C(=O)N2,-20,-6,-20,-2,14,-2,1,22,-13,8,-10
COc1ccc(C(=O)N2CCCC2(C#N)c2ccccc2)cc1[N+](=O)[O-] (configuration not stated),12,3,-2,13,12,2,0,8,4,6,9
CCCCOCCCNC(=O)C[C@@H]1C[C@@]2(C(=O)OCC)CCC=C2N(Cc2ccc3c(c2)OCO3)C1=O,2,-5,-4,-1,·,-8,·,7,·,·,16
O=C1C2CCCN2C(=O)N1CCCCN1CCN(c2ccccc2)CC1 (configuration not stated),-12,4,2,14,-11,-5,-3,8,6,4,4
COc1ccc(C(=O)OC2C(OC)OCC(O)C2O)cc1 (configuration not stated),-7,3,3,1,-10,3,0,-4,-19,-2,-4
CC1(C)Cc2nc3scc(NC(=O)c4ccccc4)c3cc2CO1,14,-14,16,-38,-39,0,·,-20,20,·,21
CCN(C1CCCCC1)S(=O)(=O)CCNC(=O)c1ccccc1,-7,-7,-3,-21,-13,11,3,2,-8,6,6
COc1ccc(CC(=O)NNC(=O)c2cccs2)cc1,3,11,0,-9,-12,0,-10,0,-3,3,1
COc1ccc(CC(=O)Oc2ccc(F)c(F)c2)cc1S(=O)(=O)N1CCOCC1,4,-17,-2,-40,0,3,2,7,-5,-4,-4
Cn1nnnc1SCc1nc2scc(-c3ccc(Cl)cc3)c2c(=O)[nH]1,17,46*,27,-4,14,-1,1,18,10,-3,3
O=C(CCCN1C(=O)c2cccc3cccc(c23)C1=O)NCc1cccs1,3,12,-4,2,-29,-6,-1,-10,5,4,-6
O=C(Nc1cc(Cl)ccc1Cl)C1Cc2ccccc2O/C1=N\O (configuration not stated),5,-18,-11,15,-48,-1,?,19,-7,16,3
C/C(=N\NC(=O)CSc1nc2ccccc2[nH]1)c1ccncc1,-14,3,-7,-44,-5,-12,1,-18,0,8,-5
O=S(=O)(NCc1ccccc1F)c1cccc(S(=O)(=O)N2CCOCC2)c1,4,0,-4,10,-7,-3,0,3,15,-3,5
O=C(O)COc1ccccc1C1C2C(=O)N(c3ccccc3)C(=O)C2ON1c1ccccc1 (configuration not stated),-28,-29,-6,-5,-24,-6,-7,8,-8,-14,1
O=C(CSc1nc(-c2ccco2)cc(C(F)(F)F)n1)N1CCN(c2cccc(Cl)c2)CC1,-5,4,6,-26,-22,-7,9,3,8,-1,6
O=C(CSc1nc(C(F)(F)F)cc(=O)[nH]1)NCc1ccc2c(c1)OCO2,1,5,-10,1,-5,-2,-4,-13,3,-12,-11
Nc1nc2c(ncn2[C@H]2C[C@H](O)[C@@H](CO)O2)c(=O)[nH]1,-6,-4,-9,-27,2,8,0,11,1,7,-1
Cc1cccc(-c2nc3ccccc3c3nncn23)c1,-11,8,8,10,1,-4,1,3,-7,4,-1
CN1CCC(Oc2ccccc2Sc2ccccc2)CC1,-5,-8,16,5,11,9,3,14,29,-1,1
CCOC(=O)C1=C(COC(=O)/C=C/c2ccc(OC)cc2OC)NC(=O)NC1C (configuration not stated),7,7,9,-29,-4,11,-9,-9,1,5,-11
CNc1c(NC(=O)COc2ccc(Cl)cc2)c(=O)oc2ccccc12,9,-28,-19,-15,-2,3,-7,5,0,10,-19
COc1ccc(-c2ccc(C(=O)NCC3CCOCC3)c3occc23)c(C)c1,2,25,17,-6,1,7,·,-14,-30,·,20
CCOc1ncccc1C(=O)OCC(=O)Nc1cccc(S(N)(=O)=O)c1,-3,2,1,-15,-10,3,-8,-2,11,1,10
COCCNCCCCSc1ccc(Cl)cc1,-5,5,-2,4,2,2,7,14,-5,12,-3
Cc1c(C(=O)NCc2ccccn2)oc2ccccc12,-25,-33,2,-33,-42,-7,-14,-54,-38,-6,-8
CCOC(=O)C1(Cc2ccccc2)CCN(Cc2cccc(OC)c2O)CC1,-12,10,-2,2,10,-8,3,0,16,8,11
CCOC(=O)C1ON2CCCCC2C1(O)C(F)(F)F (configuration not stated),0,-3,-5,9,4,-8,4,-15,10,-17,-16
O=C(O)c1ccc(/C=C2\SC(=S)N(NC(=O)c3ccccc3[N+](=O)[O-])C2=O)cc1,9,21,6,4,12,-8,-3,3,1,6,25
CC(C)(C)NC(=O)C1(C)CCC(=O)N1C1CC1 (configuration not stated),-4,-8,6,-28,-9,-16,·,2,1,·,-10
Cc1nn(Cc2ccccc2Cl)c(Cl)c1/C=C/C(=O)OCC(=O)NC1CCS(=O)(=O)C1 (configuration not stated),-9,-23,-4,-6,1,-1,-6,-4,19,-6,-2
O=C(NC1CCS(=O)(=O)C1)C1CCCCN1S(=O)(=O)c1ccc(Cl)cc1 (configuration not stated),9,7,-2,7,-1,6,-2,4,-3,5,-4
COc1ccc(OC)c(C=NN=Cc2cc(OC)ccc2OC)c1,-1,-1,-11,-17,1,-6,1,-2,-6,-12,-25
Cc1ccc(Nc2nc(-c3ccc(S(=O)(=O)N4CCOCC4)cc3)cs2)cc1Cl,4,9,26,3,1,0,-27,-6,5,10,25
Cc1cccc(OCc2nnc(SCc3nc4cc(C(F)(F)F)ccc4c(=O)[nH]3)o2)c1,-7,-1,4,-15,7,3,-7,-9,10,-4,15
CCOc1ccc(C2C(C#N)=C(N)Oc3cc(C)n(CCN4CCOCC4)c(=O)c32)cc1OCC (configuration not stated),-9,3,-2,4,-21,-1,4,14,-8,-8,13
CC(NC(=O)c1cc(COc2cccc(C(F)(F)F)c2)on1)c1nccs1 (configuration not stated),-40,-27,-10,-39,-59,-2,-27,-13,-43,-3,-17
CNC(=S)NNC(=O)c1cc(-c2cccnc2)nc2ccccc12,-24,-3,6,-49,3,-7,0,-8,13,1,-6
Cc1ncc(S(=O)(=O)c2ccccc2)c(-c2ccc(Cl)cc2Cl)n1,-27,4,-16,-22,-1,2,0,15,-6,-8,13
Cc1cc(OCC(=O)NCCN2CCOCC2)cc(C)c1Cl,-4,-31,-9,2,1,-8,-1,-4,-23,-16,24
COc1ccc(Br)cc1CN1CCC(N2CCCC2)CC1,10,-14,19,4,-2,-7,-1,-30,-1,0,-5
CCCCCC(=O)OC(CN1CCCCC1)CN1CCCC1=O (configuration not stated),16,2,2,-2,-29,-18,0,-5,-9,1,-5
COC(=O)C1=CN(C2CCCCC2)C=C(C(=O)OC)C1c1ccc2c(c1)OCO2,5,14,4,-13,-7,7,4,8,4,0,5
CCc1nnc(NC(=O)[C@@H](NC(=O)c2cc(OC)cc(OC)c2)C(C)C)s1,-15,-17,-7,3,-10,-8,-8,16,4,6,11
COc1ccc(C2=C(c3ccccc3)OC(OC)c3cc(F)ccc32)cn1 (configuration not stated),2,-1,-10,-9,·,-6,·,9,·,·,-4
CC(OC(=O)c1ccccc1NS(=O)(=O)c1cccc(N)c1)C(=O)N(C)Cc1ccccc1 (configuration not stated),-2,-1,6,1,0,-9,2,-5,22,-7,12
CSc1ccccc1NC(=O)CN(C)CC(=O)Nc1ccccc1C(F)(F)F,10,11,-8,20,-2,-1,2,1,0,2,0
O=C(COC(=O)CNC(=O)c1sc2ccccc2c1Cl)Nc1c(Cl)cc(Cl)cc1Cl,15,-5,-1,-1,7,0,-1,-13,16,-12,0
Cn1cccc1/C=C1\SC(=Nc2ccc(O)cc2)NC1=O,-41,-96,4,-3,-56,13,-14,7,-27,4,22
Cn1c(SCC(=O)Nc2cccnc2Cl)nnc1-c1ccco1,6,-1,-12,10,-5,-15,10,2,6,-4,0
Cc1cccc(NC(=O)C2Cc3ccccc3O/C2=N\O)c1 (configuration not stated),-19,-14,1,-29,-40,-3,0,-42,-25,1,-26
O=C(NC1(C(F)(F)F)N=C2SCCN2C1=O)c1ccccc1 (configuration not stated),9,-22,-10,7,3,5,-3,7,15,1,-3
O=c1ccn([C@@H]2O[C@H](CNCc3ccccc3)[C@@H](O)[C@H]2O)c(=O)[nH]1,10,-14,-1,-3,1,1,·,-9,14,·,5
CCOC(=O)C1(Cc2ccc(Cl)cc2)CCN(Cc2cnc(N)nc2)CC1,15,1,-1,-2,-4,6,-5,-7,23,-1,0
C#Cc1ccc([C@@H]2C=C(C(=O)N3CCN(Cc4ccc5c(c4)OCO5)CC3)O[C@H](OCC)[C@H]2CCCO)cc1,-3,-1,14,-16,3,3,5,8,1,-6,-13
CSc1ncccc1C(=O)OCc1cccc([N+](=O)[O-])c1,-33,1,3,4,0,-2,-3,-2,15,-4,-21
COC(=O)[C@@H]1C[C@]2(Br)c3ccccc3N(S(=O)(=O)c3ccccc3)[C@@H]2N1C(=O)OC,-15,-7,-14,8,-14,-1,-4,11,8,-9,-6
N#Cc1nc(-c2ccccc2F)oc1NCCN1CCOCC1,-8,-8,-2,-39,-19,-5,-21,-21,-10,-7,-8
C[C@H]1NC(=O)[C@@]2(C)[C@@H](c3ccccc3)[C@H]3COc4ccccc4[C@@H]3N2C1=O,-5,-3,-17,8,2,1,0,14,-1,3,1
CCCCNC(=O)c1ccc(Cc2cn(C)c3ccccc23)nc1,4,-2,-13,1,3,-2,·,23,-27,·,-5
# The list goes on:
SMILES,TROY NFkB inh,NR2F2 inh,C8 TRAIL sens,SRC2 inh,SRC1 inh,NOD2-RIPK2 inh,EBV LMP1 NFkB,LRH-1 inv ag,SRC3 inh,TLR9-MyD88 block,TWEAK Fn14 block
C/C(=N\O)c1ccn(S(=O)(=O)c2ccc(Cl)cc2)c1,0,-2,-6,-5,3,-3,4,8,17,-2,2
Fc1ccc(COc2ccc(C(=S)N3CCCC3)cc2)cc1,-48,4,-3,-28,-68,2,-14,-57,-49,-2,-10
CSc1ccccc1NC(=O)C1CC(c2ccccc2Cl)=NO1 (configuration not stated),4,10,-14,-8,-40,-5,-15,0,-14,5,14
O=C(N/N=C/c1ccco1)C1CC1(c1ccccc1)c1ccccc1 (configuration not stated),1,11,-4,19,4,-7,2,-10,18,-3,12
CC(C)c1nc(C(=O)N2CCCC(CCC(=O)N(C)CCc3ccccn3)C2)cs1 (configuration not stated),-6,-7,-3,-12,-5,-10,11,13,7,-5,3
O=C(Cc1ccc(Cl)cc1)Nc1cccc2ncccc12,8,14,-3,-34,4,-4,1,11,-4,1,10
COc1cc2oc(=O)ccc2c(OC)c1CC(O)C(C)(C)O (configuration not stated),3,-3,-2,10,2,-2,-9,-3,-8,8,2
COc1cccc(CN2CCN(C(c3ccccc3)c3ccccc3)CC2)c1O,44,2,-10,-9,18,2,2,0,-2,-21,2

# Three successive records from above, for reference:
SMILES,TROY NFkB inh,NR2F2 inh,C8 TRAIL sens,SRC2 inh,SRC1 inh,NOD2-RIPK2 inh,EBV LMP1 NFkB,LRH-1 inv ag,SRC3 inh,TLR9-MyD88 block,TWEAK Fn14 block
C/C(=N\O)c1ccn(S(=O)(=O)c2ccc(Cl)cc2)c1,0,-2,-6,-5,3,-3,4,8,17,-2,2
Fc1ccc(COc2ccc(C(=S)N3CCCC3)cc2)cc1,-48,4,-3,-28,-68,2,-14,-57,-49,-2,-10
CSc1ccccc1NC(=O)C1CC(c2ccccc2Cl)=NO1 (configuration not stated),4,10,-14,-8,-40,-5,-15,0,-14,5,14
